TRPC6 act: activates the mouse TRPC6 cation channel. HEK293-TRPC6 membrane potential dye fluorescence; stronger effect = higher value. B-score at 10 µM. 310,000 tested, 0.13% active;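 active = B-score of the integrated fluorescence ratio above library mean plus 3 SD, and starting fluorescence ratio within library mean plus 5 SD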;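 note: higher score means more depolarization so channel activation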
RGS4 act: potentiators or activators of RGS4; HEK293 M3R/inducible RGS4, carbachol calcium flux Fluo4; stronger effect = lower value; B-score at 10 µM; 310,000 tested, 0.92% active;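 active = B-score of the integrated calcium signal more than 4 SD below the library mean, with starting fluorescence not abnormally high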;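 note: negative B-score means reduced calcium response which marks RGS4 activation or potentiation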
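test system = HEK293 cells with stable M3R and inducible RGS4 | schedule = recording 10 s baseline at 1 Hz, 100 s post-agonist | technique = Fluo4-AM (2 µM) calcium-flux fluorescence, kinetic read | measure = Agonist-evoked peak-minus-minimum fluorescence over baseline, integrated ratio, B score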
MrgX1 allo act: allosterically activates human MrgX1 receptor signaling | B-score at 10 µM | 310,000 tested, 0.63% active | MrgX1-HEK293, Fluo-4 calcium flux, FDSS; stronger effect = higher value | AID 588675 | Q96LB2;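 active = plate-corrected calcium response at least 3 library SD above typical, normal starting fluorescence, not activating the receptor alone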;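 note: compound read alongside a low EC10 to EC30 dose of BAM8-22 agonist; peak minus trough fluorescence over baseline measured at the second addition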
Target sequence (Q96LB2 whole entry, looked up): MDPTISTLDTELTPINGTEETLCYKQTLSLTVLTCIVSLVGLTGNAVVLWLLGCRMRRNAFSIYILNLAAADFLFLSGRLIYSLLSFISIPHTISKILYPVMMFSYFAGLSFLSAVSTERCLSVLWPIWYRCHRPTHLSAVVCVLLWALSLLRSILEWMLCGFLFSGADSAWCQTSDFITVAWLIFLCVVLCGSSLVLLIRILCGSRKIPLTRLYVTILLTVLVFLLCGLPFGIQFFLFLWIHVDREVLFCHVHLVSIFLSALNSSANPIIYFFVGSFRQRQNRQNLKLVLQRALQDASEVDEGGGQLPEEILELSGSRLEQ
TRPC6 inhibitor: blocks the mouse TRPC6 cation channel. 310,000 tested, 1.1% active. B-score at 10 µM. HEK293-TRPC6, membrane potential dye, ACh-evoked depolarization; stronger effect = lower value. Q61143;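 active = B-score under library mean minus 3 SD, initial fluorescence not abnormally high, positive integrated signal ratio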;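 note: B-score derived from integrated fluorescence ratio over the kinetic read; more negative B-score means stronger inhibition of depolarization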
RGS4 block: inhibitors of human RGS4; P49798; HEK293 M3R/RGS4 inducible, Fluo-4 calcium flux; stronger effect = higher value; triggered by carbachol at its EC20; B-score at 10 µM; 310,000 tested, 0.45% active;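 active = B-score, a plate-corrected calcium signal, over three deviations above library mean, with baseline fluorescence within five deviations of library mean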;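 note: RGS4 expression induced by doxycycline in cells with stable M3 receptor; B-score is computed from the integrated fluorescence ratio over baseline after carbachol; higher B-score means a larger calcium signal and so more RGS4 inhibition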
Target sequence (P49798 whole entry, looked up): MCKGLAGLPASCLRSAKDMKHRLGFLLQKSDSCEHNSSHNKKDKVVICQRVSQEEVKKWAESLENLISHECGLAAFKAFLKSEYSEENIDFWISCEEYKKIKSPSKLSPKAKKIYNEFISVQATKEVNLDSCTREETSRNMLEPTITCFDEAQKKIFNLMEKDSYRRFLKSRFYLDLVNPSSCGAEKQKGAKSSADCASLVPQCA
Platelet DG rel: platelet dense granule release activity | human platelet-rich plasma, SFLLRN dense granule ATP release, luminescence | 300,000 tested, 0.22% active | AID 1663 | inhibition, %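 (compounds screened at 7.5 µM in platelet-rich plasma)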;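 active = mean replicate score, as percent of positive control, at or above 50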
MrgX1 ag: agonists of human MrgX1 receptor; 310,000 tested, 0.44% active; AID 588627; B-score at 10 µM; Q96LB2; MrgX1-HEK293 cells, Fluo-4 calcium fluorescence, agonist mode; stronger effect = higher value;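 active = calcium response B-score plate-corrected fluorescence ratio at least 3 library SD, with starting fluorescence B-score inside 5 SD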
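System: HEK293 cells stably expressing human MrgX1 receptor; Dosing: test compound in the initial addition of three; Schedule: overnight plating, then 30 min 37 °C plus 30 min room-temperature dye loading; Detection: kinetic calcium dye fluorescence, Fluo-4 NW; Controls: per-plate positive and negative controls for Z′ factor.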
MrgX1 antagonist: antagonists of human MrgX1 receptor. MRGX1-HEK293 calcium flux, Fluo-4, BAM8-22 antagonism; stronger effect = lower value. B-score at 10 µM. 310,000 tested, 1.3% active;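 active = calcium-response B-score plate-corrected more than 3 library SD below zero, starting fluorescence within 5 deviations, no agonist response on first addition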;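 note: peak minus trough fluorescence over baseline after final BAM8-22 challenge near maximal dose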
SKKanGAS inh: inhibitors of SKKanGAS S. pyogenes growth in kanamycin (SK-promoter or general growth effect); inhibition, % at 7.5 µM; 300,000 tested, 1.3% active; BacTiter-Glo, 6 h; AID 1662;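 active = mean replicate score, as percent of positive control median, at least 50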;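 note: strain carries kanamycin resistance gene driven by streptokinase promoter and grows in 40 µg/ml kanamycin; loss of luminescence reflects streptokinase promoter inhibition or plain growth inhibition; 0% = median of DMSO wells and 100% = positive control at its reference dose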
TRPC4 block: inhibitors of mouse TRPC4 channel; AID 2247; Q9QUQ5; B-score at 10 µM; 300,000 tested, 0.39% active; HEK293 TRPC4beta/mu-opioid, DAMGO-evoked Fluo4 calcium flux; stronger effect = lower value;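 active = B-score over 3 SD under the library average, no early fluorescence shift, positive overall ratio signal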
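material = TRPC4beta/mu-opioid receptor HEK293 cell line | probe or stimulus = sequential submaximal and maximal DAMGO stimulation | compound dosing = one concentration per compound | measured by = Fluo4 Ca2+ flux fluorescence | evaluation = integrated fluorescence ratio relative to baseline, converted to per-well B score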
HIF activator: HIF pathway transcriptional activation; activation, % at 7.5 µM (by protocol); U2OS HRE-luciferase reporter, luminescence; normalized: DMSO 0%, desferrioxamine 100%; 300,000 tested, 0.32% active;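 active = mean activation of at least 10% of the iron chelator positive control signal, with at least half of replicates also reaching 10%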
Active calls of the source: *; i = inactive; / = not tested or not shown.

no.	SMILES	TRPC6 act	RGS4 act	MrgX1 allo act	TRPC6 inhibitor	RGS4 block	Platelet DG rel	MrgX1 ag	MrgX1 antagonist	SKKanGAS inh	TRPC4 block	HIF activator
1	c1ccn2c(SCc3ccc4c(c3)OCO4)nnc2c1	i	i	i	i	i	-3	i	i	1	i	1.0
2	O=C(CN(c1ccccn1)S(=O)(=O)c1ccc(F)cc1)Nc1ccccc1	i	i	i	i	i	4	i	-6*	8	i	-0.2
3	CCc1cc(C(=O)O)c(NC(=O)/C=C/c2ccc(OC)cc2)s1	i	i	i	i	i	8	i	i	22	i	2.2
4	Cc1ccccc1COC(=O)CCC1=NS(=O)(=O)c2ccccc2N1	i	i	i	i	i	-9	i	i	-15	i	-0.9
5	CSCC[C@H](NC(=O)OC(C)(C)C)C(=O)N/N=C/c1cccc2nccnc12	i	i	i	i	i	-4	i	i	-6	i	0.2
6	Clc1ccc(OCCCN2CCCC2)cc1Cl	i	i	i	i	i	-18	i	i	1	i	0.4
7	COC(=O)CN(c1nc(C)c(Br)c(OC)n1)S(=O)(=O)c1ccccc1	i	i	i	i	i	-2	i	i	11	i	1.2
8	O=C(NNC(=O)C12CC3CC(CC(C3)C1)C2)c1ccccn1	i	i	i	i	i	3	i	i	4	i	-0.1
9	CC1(C)CC(=O)C(C=NCCN2CCN(C3CC(=O)N(c4ccc(Cl)c(Cl)c4)C3=O)CC2)=C(O)C1 (centres undefined)	i	i	i	i	i	8	i	i	16	i	-0.2
10	Cc1c(CC(=O)O)c(=O)oc2cc3occ(-c4ccccc4)c3cc12	i	i	i	i	i	-1	i	i	-2	i	-0.3
11	CCOc1ccc(C(=O)NCC2CCCN2S(=O)(=O)c2cccs2)cc1 (centres undefined)	i	i	i	i	i	3	i	i	53*	i	-0.6
12	O=C(NC(=S)Nc1ccc(CN2CCOCC2)cc1)c1cccc([N+](=O)[O-])c1	i	i	i	i	i	-1	i	i	6	i	0.2
13	COc1cc2cc(CN(Cc3cccs3)C(=S)Nc3cccc(C)c3)c(=O)[nH]c2cc1OC	i	i	i	i	i	6	i	i	29	i	0.0
14	NC(=O)COC(=O)CCCSc1nc2ccccc2s1	i	i	i	i	i	-13	i	i	2	i	-1.3
15	Cc1cccc(N2CCN(S(=O)(=O)c3c(C(=O)N4CCCCC4)c(C)n(C)c3C)CC2)c1C	i	i	i	i	i	-4	i	i	1	i	-0.3
16	CCn1c(SCC(=O)Nc2ccc(S(N)(=O)=O)cc2)nnc1-c1ccccc1OC	i	i	i	i	i	3	i	i	-3	i	-0.1
17	Clc1ccc(OCCCc2nc(-c3ccncc3)no2)c(Cl)c1	i	i	i	i	i	-5	i	i	10	-9*	0.3
18	COc1ccc(OC)c2c1sc(=NC(=O)c1cccc(N3C(=O)CCC3=O)c1)n2C	i	i	i	i	i	20	i	i	-1	i	0.0
19	COc1ccc(S(=O)(=O)/N=C2/NC(=O)/C(=C\c3cc(OC)c(OC)cc3[N+](=O)[O-])S2)cc1	i	i	i	i	i	3	i	i	19	i	0.1
20	Cc1ccc2oc(-c3cccc(NC(=O)Cn4cnc5c(=O)n(C)c(=O)n(C)c54)c3)nc2c1	i	i	i	i	i	10	i	i	28	i	1.2
21	COc1cc(OC)cc(-c2nc(SCC(=O)Nc3ccccc3F)n[nH]2)c1	i	i	i	i	i	0	i	i	2	i	-0.1
22	COc1cc(/C=N/N2CCOCC2)ccc1OC(=O)c1ccco1	i	i	i	i	i	19	i	i	-5	i	-0.3
23	O=C(NCCc1cccc(Cl)c1)c1cc2ccccc2oc1=O	i	i	i	i	i	10	i	i	0	i	-8.7
24	Cc1ccc(OCc2nc(-c3ccccn3)no2)cc1	i	i	i	i	i	5	i	i	1	i	1.8
25	Cc1cc(=O)[nH]c(N/N=C/C=C/c2ccccc2)n1	i	i	i	i	i	-8	i	i	-3	i	-0.1
26	O=C(Cc1ccccc1)Nc1c2c(nn1-c1cccc(Cl)c1)CS(=O)(=O)C2	i	i	i	i	i	3	i	i	10	i	-0.1
27	Cc1cc(OCC(=O)N(C)C)c2c(-c3ccccc3)cc(=O)oc2c1	i	i	i	i	i	7	i	i	-3	i	-0.3
28	CC(=O)N1N=C(c2ccc(Br)cc2)OC1(C)CC(=O)Nc1ccccc1 (centres undefined)	i	i	i	i	i	-46	i	i	-13	i	-0.1
29	C#CCN1C(=O)S/C(=C\c2ccc(-c3ccc(C(=O)O)cc3C)o2)C1=O	i	i	8.1*	i	i	0	i	i	44	i	1.4
30	CC1(C(=O)N(CC(=O)NC2CCCC2)Cc2ccco2)CC(=O)N=C2C=CC=CN21 (centres undefined)	i	i	i	i	i	1	i	i	2	i	-1.2
31	CCOc1cc(/C=C(\C#N)C(=O)Nc2ccccn2)ccc1O	i	i	i	i	i	-6	i	i	-1	i	-0.1
32	Cc1ccc(-c2c3c(=O)n(C)c(=O)n(C)c3cn2Cc2ccccn2)cc1	i	i	i	i	i	3	i	i	2	i	0.1

Compound profiles, as listed above. Screens in order: TRPC6 act | RGS4 act | MrgX1 allo act | TRPC6 inhibitor | RGS4 block | Platelet DG rel | MrgX1 ag | MrgX1 antagonist | SKKanGAS inh | TRPC4 block | HIF activator
Entry for `CC(=O)N1N=C(c2ccc(Br)cc2)OC1(C)CC(=O)Nc1ccccc1` (centres undefined) = i | i | i | i | i | -46 | i | i | -13 | i | -0.1
Entry for `O=C(Cc1ccccc1)Nc1c2c(nn1-c1cccc(Cl)c1)CS(=O)(=O)C2` = i | i | i | i | i | 3 | i | i | 10 | i | -0.1

The list continues:
no.	SMILES	TRPC6 act	RGS4 act	MrgX1 allo act	TRPC6 inhibitor	RGS4 block	Platelet DG rel	MrgX1 ag	MrgX1 antagonist	SKKanGAS inh	TRPC4 block	HIF activator
33	Cc1ccc(C)c(CSc2ccc3nnc(-c4ccccn4)n3n2)c1	i	i	i	i	i	5	i	i	9	i	-0.3
34	O=C(NCCC1=CCCCC1)c1cc(-c2ccccn2)nc2ccccc12	i	i	i	i	i	-6	i	i	-6	i	0.1
35	N#CC(c1ccccc1)c1ccc2c(C(F)(F)F)cc(C(F)(F)F)nc2n1 (centres undefined)	i	i	i	i	i	0	i	i	-3	i	0.6
36	Nc1ccc2nc(SCC(=O)N3CCOCC3)sc2c1	i	i	i	i	i	-3	i	i	4	i	-0.1
37	COc1ccc(OC)c(NC(=O)c2c3c(nc4ccccc24)CCC3)c1	i	i	i	i	i	3	i	i	5	i	0.0
38	S=C(NCc1ccco1)N1CCC(c2nc3ccccc3o2)CC1	i	i	i	i	i	9	i	i	9	i	-0.1
39	CC(C)(C)OC(=O)N1CCC[C@H]1c1nnc(SCc2c(F)cccc2Cl)o1	i	i	i	i	i	-13	i	i	-11	i	0.0
40	COc1ccccc1NC(=O)CCCC(=O)OCC(F)(F)C(F)F	i	i	i	i	i	9	i	-6.2*	5	i	0.5
41	Cc1ccc(C(=O)N[C@H](C(=O)OCc2cc(=O)oc3cc(C)ccc23)C(C)C)cc1	i	i	i	i	i	20	i	i	3	i	0.0
42	CC(=O)c1cccc(NC(=O)COC(=O)C2=COCCO2)c1	i	i	i	i	i	-4	i	i	-1	i	0.4
43	O=C(O)c1cc(-c2ccc(Cl)cc2)n(-c2ccccc2)n1	i	i	i	i	i	-4	i	i	-17	i	-0.1
44	CC1CN(c2oc(-c3ccccc3Cl)nc2C#N)CC(C)O1 (centres undefined)	i	i	i	i	i	-13	i	i	-1	i	0.1
45	Cc1cc(C)c2c(CN3CCN(C)CC3)cc(=O)oc2c1	i	i	i	i	i	0	i	i	1	i	-0.3
46	CC(=O)c1sc2ccccc2c1OC(=O)c1ccco1	i	i	i	i	i	-1	i	i	18	i	1.6
47	O=C(CCCCCN1C(=O)CCC1=O)Nc1ccc(Cl)c(C(F)(F)F)c1	i	i	i	i	i	-1	i	i	1	i	-0.2
48	CCCCCOC(=O)CSc1n[nH]c(=O)[nH]c1=O	i	i	i	i	i	-7	i	i	-10	i	0.0
49	CCOC(=O)C1CCN(S(=O)(=O)c2ccc3c(c2)CCN3C(C)=O)CC1	i	i	i	i	i	8	i	i	-4	i	0.3
50	Cn1c(=O)n(C)c2cc([N+](=O)[O-])c(N3CCN(C(=O)c4cccc(Cl)c4)CC3)cc21	i	i	i	i	i	21	i	i	-5	i	-0.8
51	COc1ccccc1-n1c(SCC(=O)N2CCc3ccccc32)nc2c(c1=O)SCC2	i	i	i	i	i	0	i	i	10	i	-0.1
52	O=C(NC1CCCCC1)C(c1ccc2ncccc2c1)N(Cc1ccccc1)C(=O)c1ccc2c(c1)OCCO2 (centres undefined)	i	i	i	i	i	3	i	i	20	i	-0.6
53	O=C(COC(=O)Cc1n[nH]c(=O)c2ccccc12)Nc1cccc(C(F)(F)F)c1	i	i	i	i	i	1	i	i	0	i	-0.1
54	Cc1ccc(S(=O)(=O)N2CCC(C(=O)Nc3ccccc3N3CCCC3)CC2)c(C)c1	i	i	i	i	i	-1	i	i	5	i	0.1
55	CC(C)COC(=O)Nc1ccc(C(=O)O)cc1	i	i	i	i	i	-21	i	i	-11	i	-0.4
56	OCC1(Cc2ccccc2)CCN(Cc2cnn(-c3ccccc3F)c2)CC1	i	i	i	i	i	-4	i	i	1	i	0.1
57	Cc1csc2nc(CNS(=O)(=O)c3cccnc3)cn12	i	i	i	i	i	-15	i	i	-6	i	0.1
58	On1c(-c2ccc(Cl)cc2Cl)nc2ncccc21	i	i	i	i	i	1	i	i	-1	i	1.8
59	O=C(/C=C/c1ccco1)NC(=S)Nc1ccc(N2CCCC2)cc1	i	i	i	i	i	3	i	i	5	i	1.5
60	Cc1ccc(-c2nnc3n2N=C(c2ccc(Br)cc2)CS3)cc1	i	i	i	i	i	-2	i	i	-3	i	-0.3
61	CCc1noc(C)c1C(=O)Nc1nc(-c2cccs2)cs1	i	i	i	i	i	/	i	i	-5	i	0.5
62	O=C(NC(Cc1ccccc1)C(=O)O)/C(=C\c1ccccc1)NC(=O)c1ccc(Br)o1 (centres undefined)	i	i	i	i	i	7	i	i	-1	i	-0.3
63	O=C(Nc1ccc(NC(=S)NC(=O)c2ccccc2F)cc1)c1cccs1	i	i	i	i	i	4	i	i	16	i	0.9
64	COc1ccc(COC(=O)C2CCN(S(=O)(=O)c3ccc(Cl)cc3)CC2)cc1	i	i	i	i	i	-5	i	i	23	i	0.8

High-throughput results from PubChem.
